Screening results deposited in PubChem BioAssay by Sanford-Burnham Center for Chemical Genomics.
SENP8 block-1 – inhibitors of human SENP8 protease; 1.2% of 330,000 active; purified SENP8, Z-RLRGG-aminoluciferin cleavage, luminescence; inhibition, % at 10 µM; AID 2540; Q96LD8; in the data active = inhibition above about 50%
Target sequence (Q96LD8 whole entry, looked up): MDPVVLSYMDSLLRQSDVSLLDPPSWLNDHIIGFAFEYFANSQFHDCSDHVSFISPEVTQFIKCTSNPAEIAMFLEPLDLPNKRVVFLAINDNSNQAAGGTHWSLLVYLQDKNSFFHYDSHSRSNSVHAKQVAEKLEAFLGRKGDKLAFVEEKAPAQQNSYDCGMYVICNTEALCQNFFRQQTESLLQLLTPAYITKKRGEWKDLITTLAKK
SENP6 block – SENP6 protease inhibition. Q9GZR1. Recombinant SENP6 catalytic domain, aminoluciferin luminescence. inhibition, % at 10 µM. 1.8% of 330,000 active;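 active = inhibition above about 50% at the single tested dose, limit read from the data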;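 note: plate controls were DMSO wells with enzyme for no effect and DMSO wells lacking enzyme for full effect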
PfGluPho inh – PfG6PD (Plasmodium falciparum) enzyme inhibition; PfGluPho enzyme, NADPH resazurin-diaphorase fluorescence; inhibition, % at 20 µM; 0.78% of 350,000 active; AID 504690;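 active = inhibition reaching at least a set limit at 20 µM in the primary screen, cut at about 59% in these data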;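 note: 0% = DMSO wells with substrate and 100% = DMSO wells lacking glucose-6-phosphate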
beta cell repl – inducers of beta-cell replication in MIN6 cells; MIN6 cells proliferation, ATPlite luminescence, 48 h; cells starved in 0.2% serum; 100% = growth in 10% serum; AID 2380; proliferation, % at 10 µM; 0.29% of 330,000 active;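 active = compounds whose signal lies at least 3.5 SD above the mean of all wells on their plate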;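 note: 0% = DMSO-treated cells in low-serum medium and 100% = 10% serum control; some compounds called inactive have numbers as strong as hits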
SENP1 FRET inh – blocks the human SENP1 SUMO protease catalytic domain. Q9P0U3. recombinant SENP1 catalytic domain, CyPet-SUMO1-YPet FRET cleavage. inhibition, % at 10 µM. 0.21% of 360,000 active. AID 624204;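 active = inhibition at least 30% at 10 µM, raw YFP signal under a set limit, fluorescence ratio 0.5 to 1.5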;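 note: 0% = enzyme with DMSO and 100% = no enzyme wells; some results filed as inactive read as strong as hits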
Target sequence (Q9P0U3 419-644 limits assumed): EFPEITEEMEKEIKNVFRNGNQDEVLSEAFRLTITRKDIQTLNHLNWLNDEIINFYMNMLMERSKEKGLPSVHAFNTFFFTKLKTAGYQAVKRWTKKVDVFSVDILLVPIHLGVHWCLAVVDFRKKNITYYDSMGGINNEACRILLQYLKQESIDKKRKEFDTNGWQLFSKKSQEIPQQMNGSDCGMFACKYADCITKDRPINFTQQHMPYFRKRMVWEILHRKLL
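Compound: 10 µM single point, 0.5% DMSO; Test system: hSENP1 catalytic domain, recombinant; Timing: 50 min reaction at room temperature; Technique: FRET, CFP and YFP emission; Control set: no-enzyme wells low, DMSO-plus-enzyme wells high control.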
SENP7 inh – blocks the human protease SENP7. Q9BQF6. recombinant SENP7, Z-RLRGG-aminoluciferin luminescence, 40 min. inhibition, % at 5 µM. 1.5% of 330,000 active;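 active = inhibition above about 50% at the single test dose, limit read from the data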;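 note: plate controls were DMSO with enzyme for no effect and no enzyme buffer wells for full effect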
UBC13 polyUb – human UBC13 polyubiquitination inhibition; UBC13 polyubiquitin chain formation, TR-FRET; inhibition, % at 20 µM; P61088; 0.47% of 330,000 active; in the data active = inhibition above about 45%, passing the limit was not always enough
Target sequence (P61088 whole entry, looked up): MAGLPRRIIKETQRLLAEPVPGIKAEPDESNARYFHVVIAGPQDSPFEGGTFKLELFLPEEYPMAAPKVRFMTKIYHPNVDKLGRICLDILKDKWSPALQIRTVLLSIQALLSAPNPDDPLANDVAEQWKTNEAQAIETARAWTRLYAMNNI
SENP8 block-2 – SENP8 (human) protease inhibition | inhibition, % at 20 µM | Q96LD8 | 0.64% of 360,000 active | AID 602440 | recombinant SENP8, Nedd8 substrate fluorescence; in the data active = inhibition mostly above about 40%, no sharp cut-off; inactive = mostly below about 27%
HKDC1 inhibitor – blocks human hexokinase HKDC1 activity | recombinant HKDC1, G6PDH/diaphorase resazurin coupled fluorescence | Q2TB90 | AID 493160 | inhibition, % at 20 µM | 0.16% of 340,000 active;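 active = inhibition above about 35% when tested at 20 µM, limit read from the data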;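 note: plate controls were DMSO wells with enzyme for no effect and DMSO wells lacking enzyme for full effect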
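Test system: recombinant HKDC1 (HK5) hexokinase enzyme, produced in-house / Doses: 20 µM test compound, 1% DMSO / Timing: 90 min, room temperature / Detection: G6PDH/diaphorase-coupled fluorescence, 1 mM NADP, 100 µM resazurin, 525/613 nm / Control set: DMSO wells with and without enzyme mix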
* = called active by the depositor; / = not tested or not shown.

1. Cc1ccc(C(=O)NCCc2ccccc2)cc1
2. COc1cccc(CNCCSc2nnnn2C)c1
3. COc1ccc(N2CC(C)Cn3c2nc2c3c(=O)n(Cc3ccc(F)cc3)c(=O)n2C)c(OC)c1 (stereo not given)
4. C=CCc1ccccc1OCCOc1ccc([N+](=O)[O-])cc1/C=N/NC(N)=O
5. O=C1CCC/C(=N\NC(=O)c2ccc(CSc3cccc4cccnc34)cc2)C1
6. COc1ccccc1/C=C(/C(=O)OCC(=O)Nc1cc(C)ccc1C)c1ccccc1

Screen / compound no.,1,2,3,4,5,6
SENP8 block-1,23,0,-5,-2,4,-10
SENP6 block,53*,-19,-16,6,-9,-2
PfGluPho inh,-1,-3,2,2,4,/
beta cell repl,-5,2,-2,-3,0,-1
SENP1 FRET inh,1,2,1,3,-6,0
SENP7 inh,54*,-6,-2,4,1,-5
UBC13 polyUb,4,-12,4,-6,0,-6
SENP8 block-2,3,18,12,8,-410,17
HKDC1 inhibitor,-6,-8,9,-1,-11,/

Continued (4 carried over from the part before).
3. COc1ccc(N2CC(C)Cn3c2nc2c3c(=O)n(Cc3ccc(F)cc3)c(=O)n2C)c(OC)c1 (stereo not given)
4. C=CCc1ccccc1OCCOc1ccc([N+](=O)[O-])cc1/C=N/NC(N)=O
5. O=C1CCC/C(=N\NC(=O)c2ccc(CSc3cccc4cccnc34)cc2)C1
6. COc1ccccc1/C=C(/C(=O)OCC(=O)Nc1cc(C)ccc1C)c1ccccc1
7. Cc1ccc(-c2nn3c(=O)c(C)nnc3s2)cc1
8. Cc1cccc(OCCNc2cc(N3CCOCC3)ccc2[N+](=O)[O-])c1
9. Cn1c(SCC(=O)Nc2cccc(F)c2)nnc1-c1cccnc1
10. COCCNC(=O)CCn1c(=O)oc2ccccc21
11. Cc1ccc(S(=O)(=O)NCC(=O)N(CC(=O)NCC2CCCO2)c2ccc(Cl)cc2)cc1 (stereo not given)
12. CC(C)N(C(C)C)S(=O)(=O)c1ccc(Cl)nc1

Screen / compound no.,3,4,5,6,7,8,9,10,11,12
SENP8 block-1,-5,-2,4,-10,1,-3,3,-3,-1,-1
SENP6 block,-16,6,-9,-2,5,-22,2,3,-2,2
PfGluPho inh,2,2,4,/,-12,18,7,-12,-3,-4
beta cell repl,-2,-3,0,-1,0,-1,-4,1,-2,-3
SENP1 FRET inh,1,3,-6,0,3,0,1,2,0,1
SENP7 inh,-2,4,1,-5,3,5,-1,6,2,-6
UBC13 polyUb,4,-6,0,-6,-4,-10,5,4,6,8
SENP8 block-2,12,8,-410,17,3,28,8,11,0,20
HKDC1 inhibitor,9,-1,-11,/,1,7,-1,-4,-1,-5

Shown as a hit in SENP6 block, of those listed so far:
entry	canonical_smiles	SENP6 block	PfGluPho inh	SENP1 FRET inh	SENP7 inh	UBC13 polyUb	HKDC1 inhibitor
1	Cc1ccc(C(=O)NCCc2ccccc2)cc1	53*	-1	1	54*	4	-6

Other entries.
13. CCCOc1ccc(CCC(=O)N/N=C/c2ccncc2)cc1
14. O=C(c1ccc(Br)o1)N1CCc2ccccc21
15. Cc1cc(C(=O)CCC(=O)Nc2ccc(S(N)(=O)=O)cc2)c(C)s1
16. NCc1ccccc1COc1ccccc1
17. CSc1ccc(C(=O)C2CCCN(C(=O)CCCn3cncn3)C2)cc1 (stereo not given)
18. O=C(CN1CCN(Cc2ccccc2Cl)CC1)N/N=C/C=C\c1ccccc1[N+](=O)[O-]

Screen / compound no.,13,14,15,16,17,18
SENP8 block-1,-12,93*,2,-3,-9,2
SENP6 block,-3,94*,11,-14,-31,8
PfGluPho inh,-3,/,-2,-17,-16,-10
beta cell repl,-1,-1,3,-1,-4,1
SENP1 FRET inh,1,/,1,1,2,1
SENP7 inh,-5,95*,7,8,-6,1
UBC13 polyUb,-11,8,-1,0,-2,3
SENP8 block-2,20,/,4,22,4,10
HKDC1 inhibitor,-6,/,-6,7,-4,-7

19. O=C(Nc1nc(=O)n(C(=O)C2CC2)s1)c1ccccc1
20. O=C(c1ccc2c(=O)n(-c3ccccc3)c(=O)[nH]c2c1)N1CCCCC1
21. O=C(OCCN1CCOCC1)c1ccc2c(c1)OCCO2
22. O=C(COC(=O)C1(c2ccc(F)cc2)CCCC1)NCc1ccc2c(c1)OCO2
23. Cc1noc(C)c1COc1ccccc1C(=O)N(C)CC(=O)Nc1ccc(F)c(F)c1F
24. CCN1C(=O)/C(=C2\SC(=S)N(c3c(C)n(C)n(-c4ccccc4)c3=O)C2=O)c2ccccc21

Screen / compound no.,19,20,21,22,23,24
SENP8 block-1,4,3,-4,-6,7,-4
SENP6 block,-3,-2,-8,-21,-8,-16
PfGluPho inh,32,0,-7,5,7,16
beta cell repl,-4,-3,1,-3,-2,-2
SENP1 FRET inh,3,0,-1,2,2,1
SENP7 inh,3,2,-8,-2,4,-2
UBC13 polyUb,-6,2,-8,3,1,-29
SENP8 block-2,3,-18,14,11,3,13
HKDC1 inhibitor,6,-11,-2,18,-1,-2

25. CCOC(=O)C1C(=O)NC(N2CCc3ccccc32)=NC1c1ccccc1 (stereo not given)
26. O=C(NCC1(N2CCCCC2)CCCCC1)c1cccc(S(=O)(=O)Nc2ccccc2Cl)c1
27. CCOC(=O)c1cc2c(=O)n3ccccc3nc2n(Cc2ccco2)c1=NC(=O)c1ccccc1OC
28. CCc1cccc(CC)c1-n1c(SCC(=O)N2CCCc3ccccc32)nc(O)cc1=O
29. CCN1CCN(CC2COc3ccccc3O2)CC1 (stereo not given)

Screen / compound no.,25,26,27,28,29
SENP8 block-1,-1,/,-4,10,-19
SENP6 block,-13,/,-19,4,-24
PfGluPho inh,-7,-25,7,-19,0
beta cell repl,1,/,2,-3,1
SENP1 FRET inh,2,-9,-37,-1,0
SENP7 inh,1,/,5,-4,-14
UBC13 polyUb,1,/,19,-7,-2
SENP8 block-2,11,12,-439,9,14
HKDC1 inhibitor,-4,0,-13,12,1
